MC4R antagonist: MC4R antagonists of cAMP signaling, primary screen, cell-based, TR-FRET, antagonist arm of biased-ligand search; Melanocortin receptor 4 (Homo sapiens), P32245; AID 540295, 2011; 360,000 tested, 0.48% active; MC4R-expressing cells, MTII-stimulated cAMP, LANCE TR-FRET; inhibition, % at 6.5 µM;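 active = inhibition above its plate's cutoff, the mean of tested wells on that plate plus 3 SD, cut at about 29% in these data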;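 note: 0% = Melanotan II alone and 100% = Melanotan II plus saturating MCL0020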
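material = U2OS cells stably expressing human melanocortin 4 receptor (MC4R) | also added = Melanotan II challenge | dosing = single nominal compound dose of 6.5 µM | detection = TR-FRET with Eu-cAMP and labeled anti-cAMP, 671 nm | replication = singlicate | timing = compound 30 min, challenge 1 h, detection 1 h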
Granule exo inh: LAMP-1 surface exposure blockers, TALL-104 cells – cell-based, flow cytometry, MLPCN library, primary screen. inhibition, % at 10 µM. 360,000 tested, 0.66% active. TALL-104 LAMP-1 surface exposure; cells stimulated with thapsigargin and PMA. AID 651702, 2012;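 active = inhibition above about 55%, limit read from the data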
hiPSC survival: enhancers of single-cell hiPSC survival, primary screen, ATPlite luminescence | survival enhancement, % at 20 µM | 100% = ROCK inhibitor wells, 0% = DMSO | 360,000 tested, 0.044% active; in the data active = survival enhancement above about 18%;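 note: cells exposed to compounds for 16 hours before the ATP read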
ABCB6 inh 2: ABCB6 transporter inhibitors, primary screen, K562-ABCB6 cells, flow cytometry, MLPCN library | 360,000 tested, 0.19% active | AID 602162, 2011 | ATP-binding cassette sub-family B member 6 (Homo sapiens), Q9NP58 | fluorescence ratio to DMSO, % at 10 µM | K562-ABCB6 porphyrin accumulation, 1 h; stronger effect = lower value;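 active = fluorescence ratio to DMSO below 75%, the collection mean minus 3 SD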;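 note: signal is porphyrin accumulated inside mitochondria; 100% equals median channel fluorescence of DMSO control wells; lower ratio means ABCB6 inhibition with less porphyrin fluorescence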
aDG glyco act: activators of alpha-DG glycosylation, primary screen, uHTS, Pro5-aDG cells, AlphaScreen; alpha-DG glycosylation AlphaScreen (IIH6); 0% Pro5, 100% B10-LARGE cell signal; activation, % at 10 µM; 360,000 tested, 0.22% active;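 active = activation of at least 8% versus controls, or a plate z-score of at least 8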;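 note: Pro5 are CHO cells carrying HIG-tagged alpha-DG that lacks glycosylation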
Cardio protect: cardioprotection against H2O2-induced cell death, primary screen, uHTS, H9c2 cells, ATPLite luminescence; H9c2 cardiomyocytes, H2O2 injury protection, 2 h; protection from H2O2 cell death, % at 20 µM; 360,000 tested, 0.63% active;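 active = compounds giving at least 50% protection of heart cells from peroxide-induced death in the single-dose screen, raw or plate-pattern-corrected value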;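 note: 0% = DMSO wells with peroxide and 100% = DMSO wells without peroxide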
Glyco luc inh: increase of ERlucT glycosylation luciferase signal, primary screen, N-linked glycosylation inhibitor project, D54 ERlucT cells, luminescence, set 2 | D54 ERlucT glycosylation luciferase reporter, 24 h; percent of 100 nM tunicamycin response | 360,000 tested, 0.23% active | reporter increase, % at 12.5 µM;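 active = mean luciferase reporter signal, scaled so untreated is 0 and the glycosylation-blocking control 100, at or above a set limit in every replicate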;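 note: luciferase carries N-glycosylation sites so blocking glycosylation raises the light; 0% = median of neutral control wells and 100% = median of 100 nM tunicamycin wells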
m5-HT2A agonist: mouse Htr2a agonists via beta-arrestin recruitment, primary screen, cell-based, luminescence; 5-hydroxytryptamine receptor 2A (Mus musculus), P35363; CHO-K1 mHTR2A beta-arrestin complementation; percent of 30 µM serotonin response; activation, % at 7.6 µM; 360,000 tested, 0.66% active; AID 624169, 2012;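 active = activation above a run cutoff, the mean activation of all tested compounds plus 3 SD, cut at about 14% in these data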;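 note: 0% = plate median of compound wells and 100% = 30 µM serotonin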
ABHD5-PLIN5 inh: ABHD5-PLIN5 interaction inhibitors, primary screen, cell lysate, split luciferase complementation, luminescence | 360,000 tested, 0.78% active | Split G. princeps luciferase complementation, 4 h | Perilipin-5 (Homo sapiens) + 1-acylglycerol-3-phosphate O-acyltransferase ABHD5 (Homo … | inhibition, % at 4 µM;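 active = inhibition above the mean inhibition across every tested compound plus 3 SD, cut at about 22% in these data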;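 note: 0% = DMSO only wells and the 100% control is not disclosed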
Target sequence (Q00G26 whole entry, looked up): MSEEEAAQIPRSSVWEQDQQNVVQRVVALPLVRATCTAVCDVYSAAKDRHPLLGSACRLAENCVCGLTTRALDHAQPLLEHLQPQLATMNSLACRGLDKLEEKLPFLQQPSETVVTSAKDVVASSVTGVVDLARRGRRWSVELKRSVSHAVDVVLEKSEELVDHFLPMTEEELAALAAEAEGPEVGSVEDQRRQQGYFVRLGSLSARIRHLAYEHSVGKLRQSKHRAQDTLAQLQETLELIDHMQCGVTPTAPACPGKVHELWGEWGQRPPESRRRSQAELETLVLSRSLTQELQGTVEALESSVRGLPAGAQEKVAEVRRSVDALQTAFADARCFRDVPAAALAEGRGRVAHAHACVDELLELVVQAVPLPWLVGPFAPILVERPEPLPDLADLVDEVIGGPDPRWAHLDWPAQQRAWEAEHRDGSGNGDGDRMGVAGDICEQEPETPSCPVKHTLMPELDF
Target sequence (Q8WTS1 whole entry, looked up): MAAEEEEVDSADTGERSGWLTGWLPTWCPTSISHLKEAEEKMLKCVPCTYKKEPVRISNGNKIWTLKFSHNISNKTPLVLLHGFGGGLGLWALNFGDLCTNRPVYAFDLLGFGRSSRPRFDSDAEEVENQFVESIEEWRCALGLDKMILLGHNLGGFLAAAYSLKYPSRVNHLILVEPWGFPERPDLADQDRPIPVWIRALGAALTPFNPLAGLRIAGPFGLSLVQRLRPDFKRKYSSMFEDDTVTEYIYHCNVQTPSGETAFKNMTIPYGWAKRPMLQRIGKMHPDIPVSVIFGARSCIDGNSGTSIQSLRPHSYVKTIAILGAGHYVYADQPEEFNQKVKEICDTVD
MC4R ag barr: MC4R agonists recruiting beta-arrestin, primary screen, cell-based, luminescence, agonist arm of biased-ligand search. 360,000 tested, 0.98% active. Melanocortin receptor 4 (Homo sapiens), P32245. AID 540308, 2011. activation, % at 8.9 µM. U2OS MC4R beta-arrestin complementation; percent of melanotan II response, DMSO zero;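 active = activation above a per-plate cutoff, the mean activation of sample wells on that plate plus 3 SD, cut at about 8% in these data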
* marks the source's active call; other numbers are inactive results.

structure	hiPSC survival	MC4R antagonist	MC4R ag barr	Granule exo inh	Cardio protect	ABHD5-PLIN5 inh	ABCB6 inh 2	Glyco luc inh	aDG glyco act	m5-HT2A agonist
COc1cccc(NC(=O)c2cccc(C)c2[N+](=O)[O-])c1	2.1	9	-1.1	4	-5	5	103	1	-0.2	0
CCOC(=O)c1c([N+](=O)[O-])c(C)[nH]c(=O)c1C#N	-0.1	5	-0.2	-2	-4	-1	95	3	0.0	2
O=C(N/N=C/c1ccccc1OCc1ccccc1)c1cccnc1	-0.9	4	-2.4	-1	9	1	110	1	-0.1	-6
Cc1cc(OC(C)C(=O)NCCN2CCOCC2)c2c(C)c(C)c(=O)oc2c1 (stereo not drawn)	-0.5	-1	-1.7	-2	4	6	98	7	-0.1	1
O=C(CN1CCC(n2nnc3cc(F)ccc32)CC1)NCCc1nc2ccccc2[nH]1	1.2	9	-0.5	2	6	9	99	0	-0.2	-9
COc1ccc(N(CC(=O)O)S(=O)(=O)c2ccc(C)cc2)cc1Cl	-1.5	-3	7.8	2	3	7	103	0	0.3	-4
O=c1[nH]c(/C=C/c2ccc(OC(F)F)cc2)nc2c1cnn2-c1ccccc1	4.6	13	-3.2	-1	3	-6	103	-4	-0.3	2
C[C@@H]1CN([C@@H](C)CO)S(=O)(=O)c2ccc(Br)cc2O[C@H]1CN(C)Cc1ccccn1	-2.3	0	-1.3	-4	25	2	99	0	-0.2	-3
Cn1c(Oc2ccc3c(c2)OCO3)nc2c1c(=O)n(Cc1ccccc1)c(=O)n2C	-0.4	2	1.6	9	30	-2	95	0	0.2	1
CC(C)(C)OC(=O)N1Cc2ccccc2C[C@H]1C(=O)NCC(=O)NC1CCCCC1	0.4	9	0.5	-12	4	-7	96	0	0.8	-1
COc1ccc(N2C(=O)CC(Sc3n[nH]c(-c4ccc(C)cc4)n3)C2=O)cc1 (stereo not drawn)	0.3	2	-3.2	32	2	1	102	0	0.0	-2
O=C1c2ccccc2C(=O)N1C1C(=O)N2CCSC12C(=O)OCc1ccccc1 (stereo not drawn)	0.7	4	-1.1	-6	5	12	101	0	-0.3	9
COc1ccc(/C=C/c2c(-c3ccc(OC)cc3)sc3ccc(N4CCOCC4)cc23)cc1	-1.0	5	-1.6	-1	0	-3	95	1	-0.8	2
N#C/C(=C\C=C\c1ccccc1)c1nc(-c2ccc(Cl)cc2)cs1	-0.8	-2	-0.8	-1	-4	0	96	1	-0.2	-1
COC(=O)Cc1[nH]nc2c1C1(C(=O)N(Cc3ccccc3)c3ccccc31)C(C#N)=C(N)O2 (stereo not drawn)	2.3	8	-1.0	-7	-3	-6	101	2	-0.1	3
O=C(O)c1ccccc1Nc1cc(Cl)c2nonc2c1[N+](=O)[O-]	0.3	9	-1.4	-2	14	29*	100	2	0.1	8
CC(=O)NC1(C(F)(F)F)C(=O)Nc2c1c(=O)[nH]c(=O)n2-c1ccccc1 (stereo not drawn)	0.5	1	0.8	-1	14	0	99	2	0.0	1
CCOC(=O)c1c(C)n(-c2ccc(C)cc2)c2ccc(O)c(CN(C)C)c12	-1.0	12	4.7	19	-15	16	90	5	2.0	-3
Nc1ccccc1-c1n[nH]c(=S)s1	-0.8	3	-2.0	1	1	-9	98	0	-0.1	0
Cn1c(Cc2ccc(Cl)cc2)nnc1SCC(=O)NC1CC1	1.0	9	-0.9	5	1	2	98	1	1.0	1
O=C(OCC(=O)N1CCCC1)c1cc(Cl)ccc1[N+](=O)[O-]	-0.4	4	-1.4	11	-2	5	103	0	-0.1	1
Cc1ccc(C(=O)NCC(=O)Nc2ccncc2)s1	-0.2	4	1.2	0	-2	-3	103	-1	0.6	3
Cc1ccc(C(=O)COC(=O)C2C3C=CC(C3)C2C(=O)OCC(=O)c2ccc(C)c(C)c2)cc1C (stereo not drawn)	-3.3	1	-1.3	-3	-2	-3	95	-1	0.6	3
O=C1/C(=C\c2ccc(O)cc2)SC(=S)N1c1cccnc1	-1.2	-5	-4.2	-9	-2	-3	117	-1	-1.0	-1
CC(C)Oc1ccc(C(=O)N(Cc2ccco2)C2CCS(=O)(=O)C2)cc1 (stereo not drawn)	1.0	-10	0.1	2	6	13	95	1	-0.1	-2
CCC(CO)NCc1ccc(OCC(O)c2ccccc2)c(OC)c1 (stereo not drawn)	-0.3	-2	-0.8	-2	2	4	92	0	0.1	-3
O=C(Nc1ccncc1)Nc1ccccn1	1.0	13	-1.6	5	-3	7	103	8	0.0	2
Cc1noc(C)c1Cn1c(C)c(C(=O)NCc2ccc3c(c2)OCCO3)sc1=O	2.2	20	0.9	-9	-3	-5	101	0	-0.2	-2
COCCCNC(CC(=O)Nc1ccc(OC)cc1OC)C(=O)O (stereo not drawn)	1.0	-1	-0.2	-1	2	7	110	0	0.2	0
Cc1nn(-c2ccccc2)c(C)c1NC(=O)COC(=O)[C@@H](NC(=O)c1ccccc1)C(C)C	1.0	18	2.1	21	4	-5	100	0	0.0	4

Shown as a hit in ABHD5-PLIN5 inh (from the list above):
canonical_smiles	MC4R antagonist	MC4R ag barr	Granule exo inh	ABHD5-PLIN5 inh	ABCB6 inh 2	Glyco luc inh	aDG glyco act	m5-HT2A agonist
O=C(O)c1ccccc1Nc1cc(Cl)c2nonc2c1[N+](=O)[O-]	9	-1.4	-2	29*	100	2	0.1	8

The main list resumes with the 2 entries that preceded the break.
structure	hiPSC survival	MC4R antagonist	MC4R ag barr	Granule exo inh	Cardio protect	ABHD5-PLIN5 inh	ABCB6 inh 2	Glyco luc inh	aDG glyco act	m5-HT2A agonist
COCCCNC(CC(=O)Nc1ccc(OC)cc1OC)C(=O)O (stereo not drawn)	1.0	-1	-0.2	-1	2	7	110	0	0.2	0
Cc1nn(-c2ccccc2)c(C)c1NC(=O)COC(=O)[C@@H](NC(=O)c1ccccc1)C(C)C	1.0	18	2.1	21	4	-5	100	0	0.0	4
CC1CC(CC(=O)NNc2nc(-c3ccccc3)cs2)C(=O)O1 (stereo not drawn)	2.4	8	0.6	-1	-1	-6	94	0	0.0	5
Cc1cccc(/C=N/NC(=O)CN2CCCCCCC2)c1	-2.6	7	2.0	-2	9	1	94	3	-0.2	2
N#Cc1c(N)nc(N)nc1Nc1ccc(Br)cc1	0.1	8	-1.4	-9	7	0	99	5	0.0	-5
N#CC1=C(N)n2c(s/c(=C\c3ccco3)c2=O)=C(C#N)C1c1ccco1 (stereo not drawn)	1.1	8	-1.6	2	23	23*	140	4	0.1	-3
O=C(CN1CCN(Cc2ccccc2Cl)C1=O)NC1CCCCCC1	0.1	20	1.3	0	-10	6	99	-1	0.3	0
O=C(NCC1CCCO1)C(=O)N/N=C/c1c(F)cccc1Cl (stereo not drawn)	-0.1	2	-3.6	-13	8	12	100	0	-0.1	0
COc1ccc(C)cc1S(=O)(=O)N(CC(=O)N1CCCC1)c1ccc(C)cc1	-0.5	5	-0.5	-4	6	-2	97	2	-0.1	-5
COc1ccc(Cl)cc1NC(=O)CN(C)C(C)C(=O)NCC1CCCCC1 (stereo not drawn)	3.8	8	-2.4	-2	-1	0	94	1	0.2	-2
Cc1cc(C)c2nc(-c3ccncc3)cc(C(=O)N3CCN(Cc4ccccc4Cl)CC3)c2c1	-0.4	15	-2.9	4	2	7	100	-3	0.2	-3
O=Cc1nccc2ccccc12	-0.6	-15	-2.3	5	22	-9	103	5	0.5	-2
O=C(Nc1ccc2[nH]c(=S)sc2c1)c1ccccc1	-1.5	4	-3.0	-1	-11	-12	104	4	0.0	1
OC(C#CCCN1CCCCC1)(c1ccccc1)c1ccccc1	-0.7	14	-1.5	1	5	3	101	-1	-0.1	-6
CCCn1nnnc1SCC(=O)c1ccc2c(c1)OCCO2	-0.6	-2	0.8	6	12	0	92	-2	-0.2	1
O=C(COC(=O)CCC(=O)c1ccc(F)cc1)Nc1cccc(S(=O)(=O)N2CCOCC2)c1	1.3	4	-2.6	3	7	2	94	1	-0.1	-4
Cn1nnnc1SCc1ccc([N+](=O)[O-])cc1	-1.8	4	0.5	3	0	4	101	2	0.1	6
CCCC[n+]1ccc(-c2nc3ccc([N+](=O)[O-])cc3[nH]2)cc1	-0.1	-6	-3.5	-6	6	3	102	0	0.0	-1
CN(C1CCCCC1)S(=O)(=O)c1ccc(C(=O)N2CCN(c3nc4ccccc4s3)CC2)cc1	-1.6	3	-1.6	-4	-3	0	95	0	4.3	3
COc1ccc(C2=NO[C@@](CC(=O)O)(C(=O)Nc3ccc4c(c3)OCCO4)C2)cc1	-0.6	15	-1.6	-10	2	0	96	2	0.2	16*
COc1ccccc1CNC(=O)/C=C/c1ccc(Br)o1	1.2	4	-2.0	0	4	18	82	0	-0.1	-6
COc1cc(C(O)c2nc(-c3cccc(C#N)c3)cs2)ccc1F (stereo not drawn)	4.7	-1	-3.2	-10	-8	9	97	-3	0.1	0
O=C(COC(=O)/C=C/c1cccc(Cl)c1)NC(=O)NCc1ccccc1	2.4	1	11*	-3	-8	0	93	-1	0.1	5

Gathered by group: the compounds so far containing a nitro group on carbon (six)
structure	hiPSC survival	MC4R antagonist	MC4R ag barr	Granule exo inh	Cardio protect	ABHD5-PLIN5 inh	ABCB6 inh 2	Glyco luc inh	aDG glyco act	m5-HT2A agonist
COc1cccc(NC(=O)c2cccc(C)c2[N+](=O)[O-])c1	2.1	9	-1.1	4	-5	5	103	1	-0.2	0
CCOC(=O)c1c([N+](=O)[O-])c(C)[nH]c(=O)c1C#N	-0.1	5	-0.2	-2	-4	-1	95	3	0.0	2
O=C(O)c1ccccc1Nc1cc(Cl)c2nonc2c1[N+](=O)[O-]	0.3	9	-1.4	-2	14	29*	100	2	0.1	8
O=C(OCC(=O)N1CCCC1)c1cc(Cl)ccc1[N+](=O)[O-]	-0.4	4	-1.4	11	-2	5	103	0	-0.1	1
Cn1nnnc1SCc1ccc([N+](=O)[O-])cc1	-1.8	4	0.5	3	0	4	101	2	0.1	6
CCCC[n+]1ccc(-c2nc3ccc([N+](=O)[O-])cc3[nH]2)cc1	-0.1	-6	-3.5	-6	6	3	102	0	0.0	-1

Screens as filed in PubChem BioAssay.
